Bioassay records from PubChem BioAssay.
CCHF vOTU inh: CCHFV vOTU protease inhibition; Pep-AMC fluorescence; 370,000 compounds, 0.55% hits; AID 651958; inhibition, % at 11.5 µM; in the data active means inhibition above about 30%; further: 0% = vehicle wells with enzyme and 100% = no enzyme wells
TcdB inh: blocks C. difficile toxin B glycohydrolase activity; P18177; TcdB glycohydrolase enzymatic assay, plate reader; inhibition, % at 9.99 µM; 350,000 compounds, 0.24% hits; AID 652162; in the data active means inhibition above about 10%
BH1578 lux ind: inducers of Vibrio cholerae quorum light production without autoinducers; activation, % at 18.7 µM; AID 588436; V. cholerae BH1578 lux reporter, luminescence, 6 h; 350,000 compounds, 0.16% hits; in the data active means activation mostly above about 9.7%, no sharp cut-off; further: not every result past the cut was called active; inactives centre near 0; reference of the scale not given here
MazF activator: increases E. coli MazEF RNase cleavage of RNA; P0AE70; 350,000 compounds, 0.32% hits; AID 504720; FAM/BHQ RNA-DNA oligo cleavage fluorescence, 5 h; activation, % at 20 µM; in the data active means activation above about 50%
Target sequence (P0AE70 whole entry, looked up): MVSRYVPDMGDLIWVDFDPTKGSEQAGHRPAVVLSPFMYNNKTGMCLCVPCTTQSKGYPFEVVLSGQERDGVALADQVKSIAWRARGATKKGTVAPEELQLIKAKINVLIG
PriA SSB inh: blocks PriA binding to SSB C-terminal tail. inhibition, % at 33 µM. 430,000 compounds, 0.6% hits. AlphaScreen SSBct-PriA binding, biotinylated peptide; in the data active means inhibition mostly above about 37%, no sharp cut-off; inactive means mostly below about 20%;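 further: plate controls were negative control peptide for no effect and reference peptide for full effect; strong numbers were not always called active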
VHR inh abs: DUSP3 (human) phosphatase inhibition. recombinant VHR phosphatase, pNPP absorbance. inhibition, % at 13.3 µM. 290,000 compounds, 0.52% hits; in the data active means inhibition above about 50%; further: some compounds called inactive have numbers as strong as hits
Target sequence (P51452 whole entry, looked up): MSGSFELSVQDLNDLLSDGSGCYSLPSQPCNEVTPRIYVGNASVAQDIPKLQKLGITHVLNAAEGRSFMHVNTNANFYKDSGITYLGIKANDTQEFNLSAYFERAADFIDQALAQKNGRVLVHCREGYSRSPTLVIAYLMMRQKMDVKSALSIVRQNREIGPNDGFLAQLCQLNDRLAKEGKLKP
SARS 3CLpro inh: SARS-CoV 3CLpro protease inhibition; P0C6X7; recombinant SARS-CoV 3CLpro, quenched FRET peptide cleavage; inhibition, % at 6 µM; 290,000 compounds, 0.14% hits; in the data active means inhibition above about 12%
Y pestis TopoI: blocks Yersinia pestis topoisomerase I activity; Y. pestis Topo-I cleavage product accumulation, plate reader; activity, % at 10 µM; 360,000 compounds, 0.064% hits; AID 504884; in the data active means activity above about 50%, passing the limit was not always enough; further: inactives centre near 2
PrPC TRFRET: reduces human prion protein on the cell surface. inhibition, % at 13.8 µM. 370,000 compounds, 0.43% hits. cell surface PrPC, TR-FRET read-out. P04156; in the data active means inhibition above about 24%; further: 0% = median of the test wells and 100% = reference compound wells
Rv3671c protease: inhibits the M. tuberculosis serine protease Rv3671c. AID 2606. inhibition, % at 5.96 µM. 320,000 compounds, 0.048% hits. P9WHR9; in the data active means inhibition above about 38%;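 further: extracellular domain of Rv3671c used as enzyme; 0% = enzyme with DMSO and 100% = no enzyme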
Target sequence (P9WHR9 whole entry, looked up, the tested form may be a part): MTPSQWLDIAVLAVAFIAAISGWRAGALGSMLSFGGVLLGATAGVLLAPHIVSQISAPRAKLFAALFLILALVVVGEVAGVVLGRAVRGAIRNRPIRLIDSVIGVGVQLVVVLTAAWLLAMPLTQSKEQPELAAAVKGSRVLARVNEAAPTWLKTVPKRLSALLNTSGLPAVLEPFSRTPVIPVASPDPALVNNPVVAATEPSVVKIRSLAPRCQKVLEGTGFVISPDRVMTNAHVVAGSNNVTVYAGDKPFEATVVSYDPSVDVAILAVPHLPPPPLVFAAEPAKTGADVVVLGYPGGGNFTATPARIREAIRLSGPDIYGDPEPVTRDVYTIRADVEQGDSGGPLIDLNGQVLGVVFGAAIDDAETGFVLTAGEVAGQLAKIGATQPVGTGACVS
* = called active by the depositor; i = inactive; x = not tested or not shown.

SMILES	CCHF vOTU inh	TcdB inh	BH1578 lux ind	MazF activator	PriA SSB inh	VHR inh abs	SARS 3CLpro inh	Y pestis TopoI	PrPC TRFRET	Rv3671c protease
COc1ccc(C(=O)OCC(=O)c2ccc(S(=O)(=O)N3CCCCC3)cc2)c(OC)c1	23.6	1.6	i	4.4	-21.0	x	x	1.7	-4.8	x
CCOc1nc(Nc2ccc(OC)cc2)nc(OCC)n1	9.2	x	i	0.2	-16.7	-2.2	-5.2	0.5	3.6	11.4
Cc1ccc(S(=O)(=O)c2c(C)cc(C)[nH]c2=O)cc1	-12.7	1.2	-0.5	5.4	-16.1	-5.4	4.2	2.3	1.1	1.3
O=C(Nc1ccc2c(c1)OCCO2)c1cc2sccc2n1Cc1ccccc1	9.2	x	i	-8.2	2.7	23.1	-3.4	-6.6	9.1	-13.7
O=C(/C=C/c1ccc(Cl)cc1)Nc1ccc(Br)cn1	-6.1	-1.9	i	-67.3	-4.5	8.5	0.2	7.0	-8.4	8.3
COC(=O)CC(NC(=O)Nc1ccc(C)cc1)c1cccc([N+](=O)[O-])c1 (stereo not given)	4.7	1.5	-0.4	0.7	-10.8	6.9	2.1	-1.1	-4.5	-3.3
COc1cccc(NC(=O)C2(C)CCN2Cc2ccc3ccccc3c2)c1 (stereo not given)	-3.3	-0.1	i	x	x	x	x	33.9	5.6	x
CCC1(CC)C(=O)C2=C3C1[C@H](C(=O)OC)C=C(C(=O)OC)C[C@H]3[C@H]1C(=O)N(CC(=O)OC)C(=O)[C@H]1[C@H]2C (stereo not given in full)	1.8	0.7	-0.9	4.0	0.8	x	x	-7.7	-6.4	6.7
COc1ccc(CNC(=O)CN2C(=O)NC3(CCCCCC3)C2=O)cc1OC	0.3	1.8	i	5.6	7.8	7.2	-1.6	4.1	-6.3	-4.5
COC(=O)c1cc2c(n1S(=O)(=O)c1ccc(C)cc1)C(=O)C(=O)c1[nH]cc(C(=O)OCc3ccccc3)c1-2	x	x	i	39.0	-6.3	x	x	1.0	x	x
Cc1ccsc1C(=O)N1CCC(CO)(Cc2ccccc2)CC1	0.3	-1.0	-4.2	-0.4	-13.5	-3.9	-3.7	15.5	2.6	2.1
O=C(Nc1c2c(nc3ccccc13)CCCC2)c1ccccc1Br	-4.9	-0.2	i	9.2	-4.3	21.9	2.6	2.5	5.5	10.9
CCN1/C(=C2\C(=O)N(c3ccccc3)N=C2C)C=Cc2cc(C)ccc21	11.3	0.7	-0.2	4.2	-0.8	-4.8	-2.1	-15.9	-24.2	-8.2
c1ccc(-c2ccnc3nc(N4CCN(c5ccccc5)CC4)nn23)cc1	4.5	x	x	2.5	-11.7	60.7	2.2	27.5	8.3	-9.7
CCOc1ccc(Cc2noc3c2C(=O)CC(C)(C)C3)cc1OCC	11.5	-0.3	1.0	6.8	0.7	16.0	7.1	-4.9	0.6	3.1
Cc1ccn2cc(C(=O)Nc3ccc4c(c3)OCCO4)nc2c1	7.1	x	7.1	-13.5	-5.1	14.7	-3.4	0.7	9.2	-14.7
CC(C)OP(=O)(OC(C)C)C(NC(=O)c1ccccc1)C(N)=O (stereo not given)	-15.2	0.9	i	1.9	-0.5	12.0	-0.9	0.6	5.2	-6.5
CCCn1c(CNc2ccccc2O)nc2ccccc21	-10.6	0.4	-25.0	3.3	7.1	-7.5	-0.3	-15.0	-13.0	-17.8
O=C(NCc1ccccc1Cl)c1cnn2cccnc12	-0.4	x	-0.5	5.0	-0.5	15.6	-1.3	-1.0	1.1	-3.7
Cc1ccccc1C(=O)c1cccn1CC(=O)NCCN1CCN(c2cccc(C)c2C)CC1	10.2	x	4.2	-6.7	29.6	27.1	-2.5	16.7	-2.5	0.5
Cc1c(Cl)c([N+](=O)[O-])nn1CC(=O)N1CCN(C23CC4CC(CC(C4)C2)C3)CC1	-4.1	-0.3	-0.3	-10.7	-6.4	-30.3	2.6	-7.1	-6.5	7.5
O=C(CCNC(=O)c1ccccc1Cl)NCCC1=CCCCC1	-7.7	-0.1	i	0.2	6.6	x	x	8.2	-4.5	-1.4
Cc1cccc(NC(=O)CN2CCN(C(=O)CN3C(=O)NC4(CC(C)CC(C)(C)C4)C3=O)CC2)c1C (stereo not given)	-5.1	1.5	0.3	3.6	-8.2	x	x	9.9	1.7	x
CCN(CC)S(=O)(=O)c1cccc(C(=O)Nc2cc(C)cc(C)c2)c1	-2.7	x	i	-6.5	-24.4	21.4	3.7	5.4	7.7	-20.1
CN(c1ccc(OCC(=O)OCC(=O)Nc2ccc(OC(F)F)cc2)cc1)S(=O)(=O)c1cccs1	-6.4	-0.1	i	-3.8	1.6	x	x	11.9	-4.0	-53.4
NC(=O)NC(c1ccccc1)c1ccccc1	3.8	0.0	-1.8	0.6	-4.5	21.8	7.0	1.2	-3.9	5.7
COc1cccc(-c2cc(C(=O)Nc3ccncc3)c3ccccc3n2)c1	7.1	0.6	0.1	2.4	-7.4	30.6	0.5	-13.7	-4.7	-12.6
COc1ccccc1NC(=O)Nc1ccc2[nH]c(=O)[nH]c2c1	6.5	-0.8	x	-11.0	2.6	25.7	0.9	-11.9	0.7	1.4
O=C(N=C1SC2CS(=O)(=O)CC2N1Cc1ccc(Cl)cc1)C1CC1 (stereo not given)	-2.5	-4.9	0.1	-1.2	-22.4	7.8	-0.4	6.1	3.1	5.3
CC(C)(C)Cc1nnc(NC(=O)CSc2ccccc2)s1	10.0	0.0	0.2	3.9	-3.6	16.0	-1.4	-3.1	-4.9	-3.1
CCN(CC)S(=O)(=O)c1ccc(Cl)c(C(=O)NC)c1	7.9	x	i	1.5	-3.1	10.0	-1.1	1.3	0.2	2.1
O=C(Nc1ccc(NC(=O)C2CCCCC2)nc1)c1ccccn1	5.9	0.3	i	2.6	2.4	57.4*	1.1	-4.4	2.2	-7.8
CC(C)N(C(=O)CSc1nc2ccccc2n1Cc1ccc(F)cc1)C(C)C	3.1	x	-0.3	-3.5	-15.8	22.3	-1.8	-8.2	0.4	0.4
O=C(Nc1ccc(S(=O)(=O)NCc2ccccc2)cc1)c1ccc(Br)o1	8.2	x	-0.6	3.3	2.0	26.8	-2.3	-7.3	5.8	-12.9
Cc1ccc(S(=O)(=O)N2CCN(c3ccc4nnc(-c5ccccc5)n4n3)CC2)cc1	11.1	0.4	-0.1	7.3	-9.9	20.8	-1.2	18.1	-9.7	x
CCOc1cc(C(=O)NCc2ccccc2)ccc1OCC(=O)N1CCOCC1	-12.1	-1.4	-2.0	2.2	3.0	9.0	-3.2	26.3	-0.7	0.6
CN(C)CC(C)(C)CNS(=O)(=O)c1cccc(Cl)c1Cl	11.2	x	i	4.4	-12.2	11.6	-0.2	-2.1	-10.2	0.9
CCCCCCCOC(=O)C[N+](C)(C)CCOC1CC2CCC1(C)C2(C)C (stereo not given)	18.1	3.1	i	17.9	-22.7	-0.3	8.8	-19.9	10.5	x
CC1(C)NC(=O)N(CC(=O)N2CCN(c3ccc([N+](=O)[O-])cc3)CC2)C1=O	7.5	-1.7	i	2.8	-3.4	x	x	0.6	-19.9	-2.1
CC(OC(=O)c1ccc([N+](=O)[O-])s1)C(=O)NC1CCCCC1C (stereo not given)	-2.9	0.1	-3.4	1.6	-5.3	x	x	3.2	-4.2	-15.9

Already shown: an excerpt of the list.
SMILES	CCHF vOTU inh	TcdB inh	BH1578 lux ind	MazF activator	PriA SSB inh	VHR inh abs	SARS 3CLpro inh	Y pestis TopoI	PrPC TRFRET	Rv3671c protease
CC1(C)NC(=O)N(CC(=O)N2CCN(c3ccc([N+](=O)[O-])cc3)CC2)C1=O	7.5	-1.7	i	2.8	-3.4	x	x	0.6	-19.9	-2.1
CC(OC(=O)c1ccc([N+](=O)[O-])s1)C(=O)NC1CCCCC1C (stereo not given)	-2.9	0.1	-3.4	1.6	-5.3	x	x	3.2	-4.2	-15.9

(further entries)
SMILES	CCHF vOTU inh	TcdB inh	BH1578 lux ind	MazF activator	PriA SSB inh	VHR inh abs	SARS 3CLpro inh	Y pestis TopoI	PrPC TRFRET	Rv3671c protease
Nc1cc(S(=O)(=O)Nc2ccccc2Cl)ccc1N1CCCCC1	4.3	-0.1	i	1.1	8.1	x	x	12.4	6.9	5.1
CCOc1ccccc1NC(=O)c1ccc(-n2cncn2)nc1	-3.2	-0.3	-0.1	-7.4	-10.9	16.6	-0.1	16.2	1.2	-5.0
COc1cccc(-c2ccc(NC(=O)C3CCCN(CCCn4cccn4)C3)cc2)c1 (stereo not given)	16.4	0.2	-0.6	7.8	5.8	27.9	1.0	12.3	-13.2	1.8
O=C1C2CC=CCC2C(=O)N1c1ccc(NCCc2ccc(O)cc2)c([N+](=O)[O-])c1 (stereo not given)	-5.8	2.8	i	21.7	36.1	25.8	7.0	6.6	-36.7	-1.7
CN(C)c1ccc(-c2sc(Nc3ccccc3)n[n+]2-c2ccc(F)cc2)cc1	6.8	0.1	0.0	-8.0	0.5	-14.4	-3.5	-6.4	3.7	1.4
CCCn1cc(SCC(=O)Nc2cc(C)on2)c2ccccc21	14.5	0.6	1.2	-1.4	-2.9	2.5	1.4	11.7	-3.1	4.4
COc1ccc(/C=N/NC(=O)c2cccc(C(=O)N/N=C/c3ccc(OC)cc3)n2)cc1	0.2	1.9	-0.8	8.6	x	7.2	-13.3	-15.1	-2.1	-33.5
COc1ccc(OCC(=O)NC(=O)c2ccccc2)c([N+](=O)[O-])c1	1.3	0.8	0.3	5.9	8.7	x	x	3.8	-6.5	-10.3
N#Cc1cc(-c2ccccc2)c[nH]c1=O	-61.5	x	i	-0.1	-14.3	16.3	1.9	-0.6	-0.2	-7.0
CCOC(=O)c1ccc2c(c1)nc(SCC(=O)N1CCOCC1)n2CC	-5.8	2.5	-0.3	5.1	-15.2	25.7	2.2	3.2	5.8	7.1
Cc1ccc(C(=O)N/C(=C\c2cccs2)C(=O)N2CCN(C)CC2)cc1C	-8.2	1.0	-0.9	3.5	-1.2	6.5	0.5	-9.5	-8.0	-6.1
Cc1oc(=O)c(NC(=O)c2ccccc2)cc1C(C)O (stereo not given)	7.9	1.0	i	1.9	-15.9	14.0	-4.2	0.9	0.8	5.9
CCOc1cc(/C=N/NC(=O)Nc2ccccc2)ccc1O	10.6	7.8	i	-26.2	x	11.1	-1.2	-13.4	-0.3	-0.1
CCC(=O)Nc1c(C(=O)N2CCCCCC2)cnn1-c1ccc(C)c(C)c1	-11.7	x	i	2.3	-4.8	30.9	-1.7	-2.2	-3.0	-4.9
COc1ccc(N(Cc2ccccc2)S(=O)(=O)c2cccc(C(=O)O)c2)cc1	23.3	-1.1	-0.7	0.4	-15.5	21.7	3.7	6.8	5.5	-6.1
O=C(/C=C/Nc1ccccc1)c1cnc(-c2ccccc2)s1	9.7	x	5.0	-21.7	-1.8	36.7	-2.9	2.5	0.2	-13.4
COc1ccc(NC(=O)[C@@H]2CCCN2C(=O)[C@@H]2Cc3ccccc3CN2C(=O)OC(C)(C)C)cc1	34.8*	0.0	-4.2	4.0	6.7	3.7	-0.8	-5.8	2.3	-14.5
COc1ccc(NC(=O)C2CC(c3cccc(Br)c3)=NO2)cc1OC (stereo not given)	-4.1	0.8	i	2.3	-11.2	11.4	2.8	26.8	1.5	-2.1

6 structures already listed, sorted by heavy-atom count, descending:
SMILES	CCHF vOTU inh	TcdB inh	BH1578 lux ind	MazF activator	PriA SSB inh	VHR inh abs	SARS 3CLpro inh	Y pestis TopoI	PrPC TRFRET	Rv3671c protease
COc1ccc(N(Cc2ccccc2)S(=O)(=O)c2cccc(C(=O)O)c2)cc1	23.3	-1.1	-0.7	0.4	-15.5	21.7	3.7	6.8	5.5	-6.1
Cc1ccc(C(=O)N/C(=C\c2cccs2)C(=O)N2CCN(C)CC2)cc1C	-8.2	1.0	-0.9	3.5	-1.2	6.5	0.5	-9.5	-8.0	-6.1
COc1ccc(NC(=O)C2CC(c3cccc(Br)c3)=NO2)cc1OC (stereo not given)	-4.1	0.8	i	2.3	-11.2	11.4	2.8	26.8	1.5	-2.1
CCCn1cc(SCC(=O)Nc2cc(C)on2)c2ccccc21	14.5	0.6	1.2	-1.4	-2.9	2.5	1.4	11.7	-3.1	4.4
O=C(/C=C/Nc1ccccc1)c1cnc(-c2ccccc2)s1	9.7	x	5.0	-21.7	-1.8	36.7	-2.9	2.5	0.2	-13.4
N#Cc1cc(-c2ccccc2)c[nH]c1=O	-61.5	x	i	-0.1	-14.3	16.3	1.9	-0.6	-0.2	-7.0

An excerpt; count on the stated rates, not on these rows.
